SARS 3CLpro inh – SARS-CoV 3CLpro protease inhibitors, primary screen, biochemical, quenched FRET | Replicase polyprotein 1ab (Severe acute respiratory syndrome coronavirus), P0C6X7 | recombinant SARS-CoV 3CLpro, quenched FRET peptide cleavage | inhibition, % at 6 µM | 290,000 tested, 0.14% active | AID 1706, 2009; in the data active = inhibition above about 12%
Yp Topo-I inh – Yersinia pestis topoisomerase I inhibitors, primary screen, biochemical, cleavage product accumulation, plate reader, single point; 360,000 tested, 0.064% active; AID 504884, 2011; activity, % at 10 µM; Y. pestis Topo-I cleavage product accumulation; DNA topoisomerase I (Yersinia pestis CO92); in the data active = activity above about 50%, passing the limit was not always enough; inconclusive = no clear call, values can overlap the other calls; note: inactives centre near 2
TcdB inh – TcdB glycohydrolase inhibitors, primary screen, biochemical, single point, plate reader; TcdB glycohydrolase enzymatic assay; Toxin B (Clostridioides difficile), P18177; AID 652162, 2013; inhibition, % at 9.99 µM; 350,000 tested, 0.24% active; in the data active = inhibition above about 10%
Vc quorum ag – inducers of Vibrio cholerae quorum light production without autoinducers, primary screen, BH1578 luxS cqsA deficient, single point | V. cholerae BH1578 lux reporter, luminescence, 6 h | activation, % at 18.7 µM | 350,000 tested, 0.16% active; in the data active = activation mostly above about 9.7%, no sharp cut-off; inconclusive = no clear call, values can overlap the other calls; inactive = mostly below about 3.7%; note: not every result past the cut was called active; inactives centre near 0; reference of the scale not given here
BoNT-A LC inh2 – BoNT/A light chain protease inhibitors, primary screen, biochemical, flow cytometry, MLPCN library | Botulinum neurotoxin type A light chain protease (Clostridium botulinum A str. ATCC 3502) | 360,000 tested, 0.17% active | inhibition, % at 10 µM | multiplex microsphere protease substrate cleavage; note: plate controls were buffer without enzyme for full effect and enzyme alone for no effect
PfHsp40 yeast – rescue of yeast from PfHsp40 toxicity, primary screen, S. cerevisiae, ATP luminescence | growth rescue, % at 12.5 µM | S. cerevisiae expressing PfHsp40, growth rescue | 340,000 tested, 0.68% active; in the data active = growth rescue above about 28%, passing the limit was not always enough; inconclusive = no clear call, values can overlap the other calls;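 note: yeast W303a lacking pdr1 and pdr3 grown in galactose medium; growth measured after three days at 30 °C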
Anthrax LF prot – Bacillus anthracis LF protease inhibitors, primary screen, biochemical, multiplex microsphere, MLPCN library; multiplex microsphere protease cleavage assay; 360,000 tested, 0.12% active; AID 588501, 2011; Lethal factor (Bacillus anthracis), P15917; inhibition, % at 10 µM; note: plate controls were buffer without enzyme for full effect and enzyme alone for no effect
Target sequence (P15917 whole entry, looked up): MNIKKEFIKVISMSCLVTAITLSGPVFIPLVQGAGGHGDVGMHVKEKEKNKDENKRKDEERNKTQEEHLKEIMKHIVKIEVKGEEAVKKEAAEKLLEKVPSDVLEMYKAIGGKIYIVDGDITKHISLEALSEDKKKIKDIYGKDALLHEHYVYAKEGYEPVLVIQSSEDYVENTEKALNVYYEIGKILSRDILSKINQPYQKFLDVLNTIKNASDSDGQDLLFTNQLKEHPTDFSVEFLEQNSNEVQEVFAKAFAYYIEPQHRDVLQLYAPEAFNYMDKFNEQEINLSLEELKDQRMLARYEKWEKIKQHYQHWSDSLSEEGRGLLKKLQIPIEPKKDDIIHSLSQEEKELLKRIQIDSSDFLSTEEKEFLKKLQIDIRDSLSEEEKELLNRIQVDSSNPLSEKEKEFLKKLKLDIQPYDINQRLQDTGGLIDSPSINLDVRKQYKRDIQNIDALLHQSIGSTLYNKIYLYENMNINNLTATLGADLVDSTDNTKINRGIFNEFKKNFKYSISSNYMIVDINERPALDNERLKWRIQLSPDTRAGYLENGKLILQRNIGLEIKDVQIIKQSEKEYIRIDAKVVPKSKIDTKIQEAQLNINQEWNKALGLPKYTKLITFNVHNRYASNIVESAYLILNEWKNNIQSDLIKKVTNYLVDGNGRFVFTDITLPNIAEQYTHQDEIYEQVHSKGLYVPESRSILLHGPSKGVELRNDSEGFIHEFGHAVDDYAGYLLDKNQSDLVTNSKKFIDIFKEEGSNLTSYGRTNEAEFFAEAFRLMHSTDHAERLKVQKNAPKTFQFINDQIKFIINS
CCHF vOTU inh – CCHFV vOTU protease inhibitors, primary screen, biochemical, Pep-AMC substrate, fluorescence. Crimean-Congo hemorrhagic fever virus L polyprotein viral ovarian tumor (vOTU) protease …. inhibition, % at 11.5 µM. 370,000 tested, 0.55% active. AID 651958, 2012; in the data active = inhibition above about 30%; note: 0% = vehicle wells with enzyme and 100% = no enzyme wells
VHR inh abs – VHR1 phosphatase inhibitors, primary screen, biochemical, absorbance, uHTS | Dual specificity protein phosphatase 3 (Homo sapiens), P51452 | recombinant VHR phosphatase, pNPP absorbance | inhibition, % at 13.3 µM | 290,000 tested, 0.52% active | AID 1654, 2009; in the data active = inhibition above about 50%; note: some compounds called inactive have numbers as strong as hits
Target sequence (P51452 whole entry, looked up): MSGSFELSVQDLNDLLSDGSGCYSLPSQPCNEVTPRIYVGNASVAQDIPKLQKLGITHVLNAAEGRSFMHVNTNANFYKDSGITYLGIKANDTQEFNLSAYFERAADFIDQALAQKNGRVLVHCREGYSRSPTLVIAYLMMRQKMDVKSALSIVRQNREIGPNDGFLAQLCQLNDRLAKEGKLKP
SSB-PriA inh – inhibitors of Klebsiella pneumoniae PriA binding to SSB C-terminal tail, primary screen, biochemical, AlphaScreen; PriA–SSB C-terminal tail interaction (Klebsiella pneumoniae); AlphaScreen SSBct-PriA binding, biotinylated peptide; inhibition, % at 33 µM; 430,000 tested, 0.6% active; AID 1272365, 2023; in the data active = inhibition mostly above about 37%, no sharp cut-off; inactive = mostly below about 20%;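 note: plate controls were negative control peptide for no effect and reference peptide for full effect; strong numbers were not always called active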
* = called active by the depositor; i = inactive; ? = inconclusive; . = not tested or not shown; & = joins results of further samples. Cut-off read from the data, not from the text of the source, unless noted: active = inhibition above about 30%; inconclusive = no clear call, values can overlap the other calls; inactive = below that.

SMILES | SARS 3CLpro inh | Yp Topo-I inh | TcdB inh | Vc quorum ag | BoNT-A LC inh2 | PfHsp40 yeast | Anthrax LF prot | CCHF vOTU inh | VHR inh abs | SSB-PriA inh
O=C(/C=C/c1cccc2ccccc12)N1CCOCC1 | -5 | 2 | 1.6 | 0.5 | -0.8 | 0.1 | -1 | 0 | 1 | -1
CC(C)(CC(=O)O)CC(=O)N1CCN(c2nc3cc(Cl)ccc3s2)CC1 | -5 | 5 | . | i | -1.9 | 1.5 | 6 | . | 16 | -3
O=C(Cc1ccc(NC(=O)C2CCN(C(=O)c3ccccc3)CC2)cc1)Nc1cccc(C(=O)N2CCCCC2)c1 | . | 27 | 1.3 | i | 0.1 | 1.0 | 0 | -13 | . | -3
O=C(Cn1ncc2c3ccccc3n(Cc3cccc(Cl)c3)c2c1=O)N1CCC2(CC1)OCCO2 | -2 | 34 | 0.8 | . | 0.0 | 0.9 | 1 | 5 | -15 | -8
CCCCNC(=O)Cc1c(OC)ccc2cc(Br)ccc12 | -5 | 5 | . | -0.3 | -0.7 | 0.7 | -1 | -14 | -2 | 2&0
CCN1CCCC1CNC(=O)C(=O)Nc1ccccc1 (stereo unspecified) | 0 | 5 | 0.3 | -0.4 | -0.5 | 1.4 | -3 | 2 | 32 | -9
O=S(=O)(c1ccc2nc(COc3ccccc3)[nH]c2c1)N1CCOCC1 | 5 | 0 | . | -15 | -0.5 | 1.2 | -2 | -9 | 23 | -2
COc1cccc(-c2nnc(-c3ccc(C(F)(F)F)cc3)o2)c1OC | 1 | -2 | . | -0.4 | -0.6 | 1.0 | 6 | 8 | 22 | -11
CN(C)[C@@H]1C(=O)C(C(N)=O)=C(O)[C@@]2(O)C(=O)C3=C(O)c4c(O)ccc(Cl)c4[C@@](C)(O)C3C[C@@H]12 (stereo partly specified) | 0 | 12 | -1.6 | 0.3 | -0.5 | 3.8 | -8 | 7 | 9 | -8
Cc1ccccc1CN1CCN(CC(=O)NCc2ccc3c(c2)OCO3)C1=O | -2 | 17 | . | i | 0.9 | 0.3 | -6 | 5 | -1 | -10
Cn1ncc(Cl)c1C(=O)NC1CCCC1 | -3 | -7 | 0.3 | -9.2 | -0.2 | -0.5 | -2 | 0 | 4 | -25
CCc1nnc(NC(=O)CSc2nc3ccccc3o2)s1 | 4 | 0 | . | -0.2 | 1.3 | -0.6 | -1 | -7 | 23 | -12
COC(=O)[C@@H]1C[C@H]1[C@@H](NS(=O)(=O)c1ccccc1)c1ccccc1 | -1 | -4 | 0.7 | 1.5 | -0.3 | -2.9 | 5 | 5 | 12 | -14
COc1ccc(/C(C#N)=C/c2ccccn2)cc1 | 1 | 10 | 0.5 | -0.6 | 3.2 | 1.3 | -15 | -36 | 10 | -23
CCn1c(=O)c(=O)[nH]c2cc(C(=O)Nc3ccc(S(=O)(=O)N4CCCC4)cc3)ccc21 | -7 | 5 | 0.5 | 0.8 | ? | 1.2 | ? | 6 | 18 | -10
c1cncc(C2Nc3ccccc3-c3nc4ccccc4n32)c1 (stereo unspecified) | 1 | 3 | 1.2 | i | 0.4 | 1.2 | -6 | -184 | 22 | -9
CCOC(=O)c1cc(-c2ccc(C)cc2)n(CC(=O)NCc2ccco2)c1C | -1 | 1 | -0.4 | -0.3 | -0.3 | -0.6 | -6 | -1 | 36 | -10
O=C(Nc1nnc(SCc2ccc(F)cc2)s1)C1=COCCO1 | . | 12 | 0.4 | i | 2.4 | 0.3 | 1 | 11 | . | -5
COc1ccc(C(=O)NN=C2CCCC2)cc1 | -3 | 3 | -0.2 | i | 1.2 | -0.4 | -12 | -1 | 28 | 3
COc1ccccc1OCCNC(=O)c1c(-c2ccccc2Cl)noc1C | 4 | 8 | 1.6 | 0.0 | -2.6 | -0.4 | -2 | -1 | 2 | -3
COc1cccc(-c2cc(C(=O)N3CCN(S(=O)(=O)c4ccccc4)CC3)[nH]n2)c1 | 3 | 16 | -5.5 | -0.2 | -0.7 | -0.3 | -2 | -5 | 29 | -9
COc1ccc(CCNC(=O)c2cc(-c3ccco3)nc3ccccc23)cc1 | -5 | . | -0.4 | . | . | . | . | 22 | 1 | -7
COc1c(-c2ccc(O)cc2)oc2cc(O)cc(O)c2c1=O | . | -5 | 1.9 | -0.6 | -0.3 | -1.0 | -5 | -1 | 3 | 3
Cc1noc(C)c1COc1ccc(C(=O)O)cc1 | 7 | 0 | 0.4 | -0.2 | 0.3 | -1.5 | 1 | -9 | 13 | -16
O=C(Nc1cccc(C(F)(F)F)c1)C1Cc2c(-c3ccco3)ccnc2O1 (stereo unspecified) | . | 12 | -5.5 | i | 0.1 | . | -4 | 25 | . | .

9 entries out of the list, ordered by count of non-hydrogen atoms, largest number first.
SMILES | SARS 3CLpro inh | Yp Topo-I inh | TcdB inh | Vc quorum ag | BoNT-A LC inh2 | PfHsp40 yeast | Anthrax LF prot | CCHF vOTU inh | VHR inh abs | SSB-PriA inh
O=C(Cn1ncc2c3ccccc3n(Cc3cccc(Cl)c3)c2c1=O)N1CCC2(CC1)OCCO2 | -2 | 34 | 0.8 | . | 0.0 | 0.9 | 1 | 5 | -15 | -8
CN(C)[C@@H]1C(=O)C(C(N)=O)=C(O)[C@@]2(O)C(=O)C3=C(O)c4c(O)ccc(Cl)c4[C@@](C)(O)C3C[C@@H]12 (stereo partly specified) | 0 | 12 | -1.6 | 0.3 | -0.5 | 3.8 | -8 | 7 | 9 | -8
O=C(Nc1cccc(C(F)(F)F)c1)C1Cc2c(-c3ccco3)ccnc2O1 (stereo unspecified) | . | 12 | -5.5 | i | 0.1 | . | -4 | 25 | . | .
COC(=O)[C@@H]1C[C@H]1[C@@H](NS(=O)(=O)c1ccccc1)c1ccccc1 | -1 | -4 | 0.7 | 1.5 | -0.3 | -2.9 | 5 | 5 | 12 | -14
c1cncc(C2Nc3ccccc3-c3nc4ccccc4n32)c1 (stereo unspecified) | 1 | 3 | 1.2 | i | 0.4 | 1.2 | -6 | -184 | 22 | -9
COc1c(-c2ccc(O)cc2)oc2cc(O)cc(O)c2c1=O | . | -5 | 1.9 | -0.6 | -0.3 | -1.0 | -5 | -1 | 3 | 3
CCN1CCCC1CNC(=O)C(=O)Nc1ccccc1 (stereo unspecified) | 0 | 5 | 0.3 | -0.4 | -0.5 | 1.4 | -3 | 2 | 32 | -9
Cc1noc(C)c1COc1ccc(C(=O)O)cc1 | 7 | 0 | 0.4 | -0.2 | 0.3 | -1.5 | 1 | -9 | 13 | -16
Cn1ncc(Cl)c1C(=O)NC1CCCC1 | -3 | -7 | 0.3 | -9.2 | -0.2 | -0.5 | -2 | 0 | 4 | -25

Continuation:
SMILES | SARS 3CLpro inh | Yp Topo-I inh | TcdB inh | Vc quorum ag | BoNT-A LC inh2 | PfHsp40 yeast | Anthrax LF prot | CCHF vOTU inh | VHR inh abs | SSB-PriA inh
CCOC(=O)c1c(C)nsc1NC(=O)C1(C)CCN1C(=O)CC (stereo unspecified) | . | -3 | 0.1 | i | -0.2 | . | 2 | -4 | . | .
COc1cccc(-c2cc(C(=O)Nc3c(C)nn(Cc4ccccc4)c3C)no2)c1 | -2 | -1 | 0.4 | -0.3 | 1.0 | 0.0 | -2 | . | -9 | 4
CN(C)C(=O)OCc1n(C)cc[n+]1C | -4 | 7 | . | -0.3 | 0.4 | -1.6 | -1 | -12 | 5 | -26
CC(C)C1NC(=S)N(Cc2ccccc2)C1=O (stereo unspecified) | -4 | -6 | . | i | 0.3 | -1.5 | -6 | -21 | 23 | -12
C=CCCC1(CC(C)C)C(=O)NC(=S)NC1=O | . | 0 | 2.1 | 0.1 | 0.1 | -1.1 | 5 | 12 | . | 0
O=C(Nc1nnc(SCc2ccc(F)cc2)s1)C1Cc2ccccc2CN1C(=O)c1ccco1 (stereo unspecified) | 3 | 36 | . | i | 0.3 | 0.7 | -5 | -8 | 21 | -6
CCN(CC)S(=O)(=O)c1ccc2oc(C(=O)N3CCc4ccccc4C3)c(C)c2c1 | 2 | 46 | . | -0.2 | 1.6 | 4.3 | -1 | . | -13 | -10
CCc1nc2ccc(C(=O)N3CCN(C(C)=O)CC3)cn2c1N(CC)C(=O)NCCc1ccccc1 | . | 8 | 0.5 | 1.4 | 0.2 | . | 4 | 0 | . | .
O=[N+]([O-])c1cc(-c2nnc(N3CCOCC3)c3ccccc23)ccc1N1CCOCC1 | -2 | 6 | 0.2 | 1.4 | 0.2 | -0.3 | -2 | 5 | 14 | -2
O=C(CN(C(=O)c1ccccc1Cl)C1CCCCC1)Nc1ccc(Cl)c([N+](=O)[O-])c1 | 7 | 4 | . | i | 1.9 | -1.0 | -4 | 2 | 14 | -14
O=C(CSc1nc(Nc2ccccc2)nc(N2CCOCC2)n1)Nc1cccc([N+](=O)[O-])c1 | 0 | -5 | 0.5 | i | 2.3 | ? | 2 | 7 | 26 | -1
CC(C)(C)c1ccc2c(c1)N(CC(=O)N1CCOCC1)C(=O)CO2 | 1 | 12 | 0.0 | -1.9 | 2.1 | ? | 0 | 12 | 18 | -12
Cc1c(C(=O)N(C)C(C)c2ccncn2)oc2c(F)cccc12 (stereo unspecified) | 5 | -1 | 0.0 | -0.4 | -3.2 | 1.1 | -1 | -15 | -8 | -1
COc1cc(C)c(Br)cc1S(=O)(=O)NCc1ccccc1 | 4 | 4 | -0.3 | -0.5 | -0.5 | 0.5 | -1 | -11 | 41 | 3
Cc1nc(NC(=O)c2ccco2)sc1C(=O)O | 1 | 6 | 1.6 | -0.5 | -1.5 | 0.1 | -3 | 13 | 25 | 2
CCCCCn1c(SCCOCC)nc2c1c(=O)[nH]c(=O)n2C | -4 | 7 | 1.1 | i | 0.3 | -0.3 | 3 | -2 | 25 | 0
CS(=O)(=O)N1CC2CCCN2c2cc(C(F)(F)F)ccc21 (stereo unspecified) | 3 | -6 | 0.7 | -0.3 | -0.7 | -1.4 | -2 | -8 | -18 | 0
Cc1cccc(Cn2c(C)c(C)c3cc(C(=O)NCCN4CCOCC4)ccc32)c1 | 4 | -1 | -1.3 | i | -1.0 | -1.5 | -2 | 21 | -2 | 34
CCOc1ccc(NC(=O)C2CCN(S(=O)(=O)c3c(C)noc3C)CC2)cc1 | -3 | -5 | -8.8 | i | -3.7 | -0.2 | -3 | -3 | -9 | -6
CN(C)c1ccc(-c2n(C)c3ccccc3[n+]2C)cc1 | -2 | 2 | 0.2 | -1.7 | 0.6 | -0.5 | -1 | 3 | 23 | 7
COc1cc(=O)[nH]c(SC(C)C(=O)Nc2cc(C)on2)n1 (stereo unspecified) | -4 | -2 | -0.1 | -0.4 | -1.8 | 1.7 | 1 | -3 | 6 | 2
O=[N+]([O-])c1cccc(S(=O)(=O)Nc2ccc(-c3ccc(N4CCCC4)nn3)cc2)c1 | . | 9 | 2.3 | 2.9 | 2.3 | 3.4 | -4 | -2 | . | 17
COc1ccccc1NC(=S)N(Cc1ccco1)Cc1cc2cc(C)c(C)cc2[nH]c1=O | -5 | 2 | 4.0 | 2.9 | -0.5 | -0.7 | -3 | 3 | -5 | 3

These rows are one share of the data (hit frequency here may not be typical).
